Assay outcomes from PubChem.
L3MBTL1 inh: inhibitors of human L3MBTL1; 230,000 tested, 0.66% active; AID 485360; Potency, µM (highest dose often 57.1 µM), without a hit: top-dose activity, negative = inhibition, actives largely listed as inhibitors; AlphaScreen L3MBTL1–H3K9me1 peptide binding; also: nearly all actives have a fitted effect of over 60% in size
Target sequence (Q9Y468 whole entry, looked up): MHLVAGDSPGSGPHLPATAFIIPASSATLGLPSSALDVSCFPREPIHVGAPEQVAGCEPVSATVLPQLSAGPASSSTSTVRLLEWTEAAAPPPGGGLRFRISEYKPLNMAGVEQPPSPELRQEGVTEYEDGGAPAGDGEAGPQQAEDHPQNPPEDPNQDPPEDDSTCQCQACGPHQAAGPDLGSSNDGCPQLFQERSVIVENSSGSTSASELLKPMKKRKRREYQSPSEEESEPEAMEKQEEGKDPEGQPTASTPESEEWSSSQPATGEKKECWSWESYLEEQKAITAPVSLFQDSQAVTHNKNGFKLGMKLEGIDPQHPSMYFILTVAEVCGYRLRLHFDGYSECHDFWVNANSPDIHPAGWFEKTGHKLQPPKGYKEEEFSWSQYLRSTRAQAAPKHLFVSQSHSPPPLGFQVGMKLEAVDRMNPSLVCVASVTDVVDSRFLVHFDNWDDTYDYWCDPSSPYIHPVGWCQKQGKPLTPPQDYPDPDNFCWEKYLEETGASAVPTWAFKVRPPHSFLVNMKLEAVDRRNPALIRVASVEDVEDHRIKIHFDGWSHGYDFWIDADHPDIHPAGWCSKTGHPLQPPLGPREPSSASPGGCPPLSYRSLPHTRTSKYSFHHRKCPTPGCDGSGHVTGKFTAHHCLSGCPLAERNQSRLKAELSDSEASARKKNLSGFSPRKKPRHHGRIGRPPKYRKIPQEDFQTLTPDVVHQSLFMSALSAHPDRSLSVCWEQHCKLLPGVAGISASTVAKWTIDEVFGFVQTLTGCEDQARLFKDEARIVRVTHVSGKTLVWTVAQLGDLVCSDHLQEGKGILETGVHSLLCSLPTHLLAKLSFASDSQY
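AlphaScreen assay: L3MBTL1 (50 nM final) was preincubated 30 min at room temperature with biotinylated H3(1-15)K9me1 peptide (75 nM final), then 30 min with library compounds; streptavidin donor and nickel chelate acceptor beads (10 ug/mL final) added, 30 min dark.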
GAA glycogen: alters human alpha-glucosidase cleavage of glycogen. 300,000 tested, 0.38% active. AID 2100. recombinant GAA, glycogen substrate, Amplex Red glucose oxidase fluorescence. P10253. Potency, µM (series often up to 76.4 µM), inactives show at the highest dose activity change, negative = inhibition, hits mostly inhibitors;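 also: 0% = full enzyme reaction and -100% = no-enzyme basal signal; the screen sought inhibitors and activators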
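Natural-substrate format: glycogen cleavage by 4 nM human enzyme, glucose read by Amplex Red coupling (Ex 573, Em 610 nm). Normalized to enzyme and no-enzyme controls.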
Starred values were filed as active, the others as inactive; [ ] = another dose, or the depositor's remark. Calls follow the shape of the dose curve; as a rule, active = well fitted curve in the direction sought with a large enough effect; inconclusive = small, poorly fitted or top-dose-only effect, or another doubt; inactive = no such curve, though single readings can be large; an effect the other way counts as inactive or inconclusive. Unless noted, % is scaled to controls: 0 for no effect and ±100 for the full control effect; potency is read from the fitted curve at half-maximal effect.

SMILES | L3MBTL1 inh | GAA glycogen
O=[N+]([O-])c1ccc(CN2CCN(c3ncccn3)CC2)cc1 | 10% | -3%[76.3 µM]
Cc1ccc(NC(=O)CN2CCCC2)cc1 | 1% | 17%[76.3 µM]
CCN(Cc1ccc(O)cc1)CC1CCCN(CCc2cccc(F)c2)C1 (stereo unspecified) | -1% | -11%[76.3 µM]
Cc1cc(C)cc(N(CC(=O)NC(C)C)C(=O)CCC(=O)Nc2ccccn2)c1 | 0% | 0%[76.3 µM]
O=C(Oc1ccc(C(=S)N2CCOCC2)cc1)c1cccc([N+](=O)[O-])c1 | 1% | 0%[76.3 µM]
CSc1ccc(-c2sc(Nc3ccccc3)n[n+]2-c2ccc(F)cc2)cc1 | -4% | 5%[76.3 µM]
COc1cc(OC)cc(C(=O)NC(C)CCc2ccccc2)c1 (stereo unspecified) | 9% | 17%[76.3 µM]
O=[N+]([O-])c1cc(-c2ccc(/C=N/n3cnnc3)o2)ccc1Cl | -1% | 10%[76.3 µM]
COc1ccccc1CCNC(=O)C(=O)NCC1OCCN1S(=O)(=O)c1cc(F)ccc1F (stereo unspecified) | 0% | 4%[76.3 µM]
O=Cc1cnc2ccccc2c1-c1ccccc1 | -1% | 2%[76.3 µM]
Cc1nc([N+](=O)[O-])cn1CC(=O)Nc1ccc(Cl)cc1 | 6% | -8%[76.3 µM]
O=S(=O)(Nc1ncccn1)c1ccccc1 | 8% | 15%[76.3 µM]
O=C(Cc1ccc(F)cc1)N1CCC(CC2CC(c3cccc(Br)c3)=NO2)(C(=O)NCC2CCCCC2)CC1 (stereo unspecified) | -7% | 11%[76.3 µM]
Cc1ccc(CNc2cc(C(=O)O)ccc2C)s1 | 3% | 0%[76.3 µM]
Cc1cc([N+](=O)[O-])nn1CC(=O)N(C)Cc1ccccc1 | 2% | -12%[76.3 µM]
Cc1cccc(Nc2nc(-c3ccc(F)cc3)cs2)n1 | -11% | -2%[76.3 µM]
CCC(=O)N1CCN(c2nc(CC)nc3sc4c(c23)CCCC4)CC1 | -4% | -2%[76.3 µM]
C=CCN1C(=O)C2(OCCCO2)c2cccc(Cl)c21 | 15% | -16%[76.3 µM]
Cc1ccc(NC(=O)[C@@H]2CCC(=O)N2C2OC(=O)c3ccccc32)cc1Cl (stereo partly specified) | 0% | -2%[76.3 µM]
FC(F)(F)c1ccccc1CN1CCCC(N2CCN(c3ccccc3)CC2)C1 (stereo unspecified) | -2% | -7%[76.3 µM]
Cc1cc(NC(=O)c2cccs2)ncc1NC(=O)C(C)C | -1% | 8%[76.3 µM]
COc1ccc2oc(=O)c(C(=O)Nc3cccc(C(C)=O)c3)cc2c1 | 0%[2.29 µM] | 14%[76.3 µM]
Cc1ccccc1NC(=O)c1ccccc1-c1ccccc1 | -6% | -11%[76.3 µM]
OCC[C@@H]1C[C@H](O)[C@@H](O)[C@]2(Cc3ccccc3CO2)O1 | -2% | 14%[76.3 µM]
CCC(C)(C)NC(=O)CN(C(=O)CCC(=O)Nc1nccs1)c1ccc(C)cc1 | 1% | 3%[76.3 µM]

The list goes on, starting with the last three of the part before.
SMILES | L3MBTL1 inh | GAA glycogen
Cc1ccccc1NC(=O)c1ccccc1-c1ccccc1 | -6% | -11%[76.3 µM]
OCC[C@@H]1C[C@H](O)[C@@H](O)[C@]2(Cc3ccccc3CO2)O1 | -2% | 14%[76.3 µM]
CCC(C)(C)NC(=O)CN(C(=O)CCC(=O)Nc1nccs1)c1ccc(C)cc1 | 1% | 3%[76.3 µM]
COc1ccc(C2/C(=C(/O)c3ccccc3)C(=O)C(=O)N2c2ccccn2)cc1 (stereo unspecified) | 5% | 18%[76.3 µM]
N#Cc1ccc(N2CCN(C(=O)c3cccs3)CC2)c(F)c1 | 1% | -2%[76.3 µM]
C=CCn1c2ccccc2c2nnc(SCCN3CCOCC3)nc21 | 7% | 0%[76.3 µM]
CN(CC1CCCN(CCc2ccc(Cl)cc2)C1)C(=O)CC(F)(F)F (stereo unspecified) | 2% | -7%[76.3 µM]
Cc1cc(C)cc(OCCCCn2cncn2)c1 | 5% | 6%[76.3 µM]
O=[N+]([O-])c1cc([N+](=O)[O-])c(Oc2cncc(Cl)c2)cc1NN1CCCCC1 | 33%[activator] | -5%[76.3 µM]
O=C(CCc1ccccc1)NCCc1ccc(F)cc1 | 2% | 0%[76.3 µM]
Cc1cc(C)cc(C(=O)Nc2cccnc2Cl)c1 | 7% | 0%[76.3 µM]
Cc1c(C(=O)NCc2cccnc2)sc2nc(-c3ccccc3)cn12 | -2% | 2%[76.3 µM]
O=C(Nc1ccccc1)c1ccco1 | 6% | 11%[76.3 µM]
O=C(O)c1cccc(N=C2NC(=O)C(CO)(CO)S2)c1 | -1% | -7%[76.3 µM]
CC(C)[C@@H](CSc1ccccc1)N1CCN(Cc2ccccc2)CCC1=O | -4% | 20%[76.3 µM]
COc1ccc(CNC(=O)C[C@H]2C(=O)N(C3CCCCC3)C[C@@H]2Cc2ccccc2)cc1 | -4% | 13%[76.3 µM]
CCc1ccc(OCC2Cn3c(nc4c3c(=O)[nH]c(=O)n4C)O2)cc1 (stereo unspecified) | 48%[activator] | -3%[76.3 µM]
O=C(COc1ccc(Br)cc1)OCCN1CCCCC1 | -2% | -1%[76.3 µM]
CC(C)NC(=O)c1ccc2c(c1)N(CC(=O)Nc1ccccc1F)C(=O)C(C)(C)O2 | 9% | -12%[76.3 µM]
COc1ccc(/C(O)=C2/C(=O)C(=O)N(CCCN3CCOCC3)C2c2ccc(C(C)C)cc2)cc1 (stereo unspecified) | -1% | 4%[76.3 µM]
O=C(Cc1nnc(NC(=O)c2ccccc2)s1)N/N=C/c1ccc(O)cc1 | -7% | -14%[15.3 µM]
Cc1ccc(NC(=O)NCCN2CCCCC2)cc1C | 1% | -6%[76.3 µM]
CCOCCOc1cccc(C(=O)NC(c2ccccc2)c2ccccc2)c1 | 3% | 0%[76.3 µM]
CC(NC(=O)C1CCC(CNS(=O)(=O)c2ccc3c(c2)C(C)(C)C(=O)N3C)CC1)c1ccccc1 (stereo unspecified) | -1% | 3%[76.3 µM]
O=C(NCc1cccnc1)C1CC(c2ccccc2O)=NO1 (stereo unspecified) | -1% | -4%[76.3 µM]
COC(=O)c1cn(C(=O)c2cc(OC)cc(OC)c2)c2ccccc12 | 1% | 0%[76.3 µM]
Oc1ccccc1CN1CCN(C(O)(c2ccccc2)c2ccccc2)CC1 | -10% | -8%[76.3 µM]
NC(=O)CC(NC(=O)Cc1ccc(Br)cc1)c1ccc(N2CCN(c3ccccn3)CC2)c([N+](=O)[O-])c1 (stereo unspecified) | -1% | 14%[76.3 µM]
Next records
SMILES | L3MBTL1 inh | GAA glycogen
O=C(Nc1ccc(NC(=O)c2cccc([N+](=O)[O-])c2)cc1)c1cccc([N+](=O)[O-])c1 | -7%[2.29 µM] | 15%[76.3 µM]
CC(Oc1ccc2c(-c3ccccc3)cc(=O)oc2c1)C(=O)N1CCC[C@@H]1C(N)=O (stereo partly specified) | 10% | -8%[76.3 µM]
COC(=O)c1cc(S(=O)(=O)NCCc2ccc(C)cc2)c[nH]1 | 3% | 13%[76.3 µM]
COC(=O)CN1C(=O)[C@H]2[C@@H](c3ccc(C)o3)N3C(=O)CN(Cc4ccccc4)C(=O)[C@@]3(C)[C@H]2C1=O | 2% | -11%[76.3 µM]
CCOC(=O)[C@@H]1[C@H]2COc3ccccc3[C@H]2N2C(=O)N(c3ccccc3)C(=O)[C@]12C | -8% | -14%[76.3 µM]
C=CCNC(=O)N1CCCC(N2CCN(c3ccccc3OC)CC2)C1 (stereo unspecified) | -2% | 16%[76.3 µM]
CCOC(=O)C1(Cc2ccccc2C)CCCN(C(=O)COC)C1 (stereo unspecified) | -1% | 1%[76.3 µM]
COC(=O)Nc1c(-c2ccccc2)nc2ccc(Cl)cn12 | 15% | 6%[76.3 µM]
CCCn1c(=O)c(C(=O)Nc2ccccc2C)c(O)c2ccccc21 | -6%[2.29 µM] | -18%[76.3 µM]
COC(=O)/C=C/CC(C)OS(N)(=O)=O (stereo unspecified) | 5% | 13%[76.3 µM]
CCC(C)[C@H](NC(=O)[C@@H]1Cc2c([nH]c3ccccc23)C2c3ccccc3C(=O)N21)C(=O)NCC1CCCO1 (stereo partly specified) | -3% | -15%[76.3 µM]
NC(=O)C1CCN(CC(O)COc2ccc(-c3ccccc3)cc2)CC1 (stereo unspecified) | 1% | -2%[76.3 µM]
Cc1ccc2c(c1)sc1nc(=O)ccn12 | 2% | -1%[76.3 µM]
COCc1cc(CN2CCN(CCCc3ccccc3)C(CCO)C2)ccc1OC (stereo unspecified) | 7% | 1%[76.3 µM]
Cc1cc(C)cc(C(=O)N(C)C2CCCN(Cc3ccccc3F)C2)c1 (stereo unspecified) | -6% | -3%[76.3 µM]
Cc1nccn1CCOc1ccc(Cl)cc1 | -6% | -5%[76.3 µM]
O=C(Nc1ccc(S(=O)(=O)Nc2ncccn2)cc1)c1cc([N+](=O)[O-])ccc1Cl | 6% | 1%[76.3 µM]
COc1ccc(C=C(C#N)C#N)c(CSc2ccccn2)c1 | -4% | 0%[76.3 µM]
CC(=O)c1cccc(Nc2nc(-c3cccnc3)cs2)c1 | -3% | -9%[76.3 µM]
CN1CCc2ccc(NC(=O)c3ccc(C(F)(F)F)cc3)cc2C1 | 2% | 5%[76.3 µM]
Oc1ccc(/C=N/Nc2cccc(Cl)n2)c(O)c1 | -4% | 3%[76.3 µM]
NNC(=O)c1cc2cc(Oc3ccccc3)ccc2[nH]1 | -9% | -16%[76.3 µM]
CC(C)NS(=O)(=O)c1ccc(CCC(=O)NCc2ccccn2)cc1 | 4% | 12%[76.3 µM]
COc1cccc(C(=O)Oc2ccc3ccc(O)cc3c2)c1 | 3% | 11%[76.3 µM]
CC(C)(C)Nc1nc(Cl)nc(NC2CCCCC2)n1 | 0% | -1%[76.3 µM]
COc1cccc(CNS(=O)(=O)c2cc3c(cc2Cl)NC(=O)CO3)c1 | 9% | -5%[76.3 µM]
O=C(Nc1nnc(-c2ccccc2)s1)c1ccccc1F | 0% | 1%[76.3 µM]
CN1CCC(=O)N([C@H](COc2ccccc2)Cc2ccccc2)CC1 | -5% | 11%[76.3 µM]
O=C(CCC(=O)NC12CC3CC(CC(C3)C1)C2)NC1CCCCC1 | 3% | 0%[76.3 µM]
COc1ccc(C(=O)Nc2ccc(Nc3ccccc3)cc2)cc1OC | -2% | -19%[76.3 µM]

As a working copy, some entries already given:
SMILES | L3MBTL1 inh | GAA glycogen
O=[N+]([O-])c1ccc(CN2CCN(c3ncccn3)CC2)cc1 | 10% | -3%[76.3 µM]
Cc1ccc(NC(=O)CN2CCCC2)cc1 | 1% | 17%[76.3 µM]
CCN(Cc1ccc(O)cc1)CC1CCCN(CCc2cccc(F)c2)C1 (stereo unspecified) | -1% | -11%[76.3 µM]
Cc1cc(C)cc(N(CC(=O)NC(C)C)C(=O)CCC(=O)Nc2ccccn2)c1 | 0% | 0%[76.3 µM]
O=C(Oc1ccc(C(=S)N2CCOCC2)cc1)c1cccc([N+](=O)[O-])c1 | 1% | 0%[76.3 µM]

An excerpt of these results, with two lines to a compound:
Sequence of screens: L3MBTL1 inh, GAA glycogen
- O=C(Nc1ccc(NC(=O)c2cccc([N+](=O)[O-])c2)cc1)c1cccc([N+](=O)[O-])c1
→ -7%[2.29 µM], 15%[76.3 µM]
- CC(Oc1ccc2c(-c3ccccc3)cc(=O)oc2c1)C(=O)N1CCC[C@@H]1C(N)=O (stereo partly specified)
→ 10%, -8%[76.3 µM]
- COC(=O)c1cc(S(=O)(=O)NCCc2ccc(C)cc2)c[nH]1
→ 3%, 13%[76.3 µM]

Some of the compounds tested; count on the stated rates, not on these rows.
